Source: PubChem BioAssay
NOD2-RIPK2 inh = NOD2-RIPK2 binding disruptors in cells, primary screen, fluorescence, CHO cells, BLA complementation | Receptor-interacting serine/threonine-protein kinase 2 (Homo sapiens), O43353 | CCF4 ratio | inhibition, % at 4.98 µM | 0.38% of 360,000 active; in the data active = inhibition above about 21%;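 note: 0% = vehicle only and 100% = reference blocker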
Target sequence (O43353 whole entry, looked up): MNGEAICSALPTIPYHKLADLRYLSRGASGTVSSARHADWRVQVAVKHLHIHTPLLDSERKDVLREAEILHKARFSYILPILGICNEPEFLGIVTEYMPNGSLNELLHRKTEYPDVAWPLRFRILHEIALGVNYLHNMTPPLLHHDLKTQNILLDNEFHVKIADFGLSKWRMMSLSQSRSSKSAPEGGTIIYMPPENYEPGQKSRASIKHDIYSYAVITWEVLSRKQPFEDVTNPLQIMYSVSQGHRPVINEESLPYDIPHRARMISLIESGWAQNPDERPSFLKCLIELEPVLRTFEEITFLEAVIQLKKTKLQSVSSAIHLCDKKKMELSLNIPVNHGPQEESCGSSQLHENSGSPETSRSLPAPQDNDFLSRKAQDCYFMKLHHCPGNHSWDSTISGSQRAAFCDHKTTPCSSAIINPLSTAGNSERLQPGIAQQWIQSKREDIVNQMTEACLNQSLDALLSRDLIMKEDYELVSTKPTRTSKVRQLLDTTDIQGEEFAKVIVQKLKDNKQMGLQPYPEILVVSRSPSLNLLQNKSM
ABCB6 inh 2 = ABCB6 transporter inhibitors, primary screen, K562-ABCB6 cells, flow cytometry, MLPCN library; fluorescence ratio to DMSO, % at 10 µM; AID 602162, 2011; 0.19% of 360,000 active; K562-ABCB6 porphyrin accumulation, 1 h; active compounds read low;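 active = fluorescence ratio to DMSO below 75%, the collection mean minus 3 SD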;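 note: signal is porphyrin accumulated inside mitochondria; 100% equals median channel fluorescence of DMSO control wells; lower ratio means ABCB6 inhibition with less porphyrin fluorescence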
MC4R antag cAMP = MC4R antagonists of cAMP signaling, primary screen, cell-based, TR-FRET, antagonist arm of biased-ligand search. MC4R-expressing cells, MTII-stimulated cAMP, LANCE TR-FRET. inhibition, % at 6.5 µM. Melanocortin receptor 4 (Homo sapiens), P32245. 0.48% of 360,000 active. AID 540295, 2011;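 active = inhibition above its plate's cutoff, the mean of tested wells on that plate plus 3 SD, cut at about 29% in these data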;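 note: 0% = Melanotan II alone and 100% = Melanotan II plus saturating MCL0020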
Target sequence (P32245 whole entry, looked up): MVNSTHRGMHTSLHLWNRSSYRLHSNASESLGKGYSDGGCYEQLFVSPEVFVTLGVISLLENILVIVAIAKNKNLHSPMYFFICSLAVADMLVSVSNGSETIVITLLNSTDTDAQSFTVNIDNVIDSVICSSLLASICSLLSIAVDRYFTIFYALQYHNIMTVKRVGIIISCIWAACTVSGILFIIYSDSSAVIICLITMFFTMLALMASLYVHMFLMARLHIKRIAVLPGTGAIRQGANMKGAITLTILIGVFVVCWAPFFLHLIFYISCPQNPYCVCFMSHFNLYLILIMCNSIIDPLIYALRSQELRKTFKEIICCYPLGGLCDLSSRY
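System: U2OS-MC4R stable cell line; Technique: Eu-cAMP/anti-cAMP TR-FRET, emission 671 nm; Repeats: single well per compound; Also added: Melanotan II; Dosing: one concentration, 6.5 µM nominal; Schedule: 30-min compound, 1-h challenge, 1-h detection, room temperature.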
ABHD5-PLIN5 inh = ABHD5-PLIN5 interaction inhibitors, primary screen, cell lysate, split luciferase complementation, luminescence | Perilipin-5 (Homo sapiens) + 1-acylglycerol-3-phosphate O-acyltransferase ABHD5 (Homo … | Split G. princeps luciferase complementation, 4 h | inhibition, % at 4 µM | 0.78% of 360,000 active;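 active = inhibition above the mean inhibition across every tested compound plus 3 SD, cut at about 22% in these data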;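 note: 0% = DMSO only wells and the 100% control is not disclosed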
aDG glyco up = activators of alpha-DG glycosylation, primary screen, uHTS, Pro5-aDG cells, AlphaScreen; alpha-DG glycosylation AlphaScreen (IIH6); 0% Pro5, 100% B10-LARGE cell signal; activation, % at 10 µM; 0.22% of 360,000 active; AID 624168, 2012;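 active = activation of at least 8% versus controls, or a plate z-score of at least 8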;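 note: Pro5 are CHO cells carrying HIG-tagged alpha-DG that lacks glycosylation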
TLR9-MyD88 block = inhibitors of TLR9-MyD88 association in cells, primary screen, cell-based, CHO, BLA complementation, fluorescence | CCF4 FRET ratio | AID 504734, 2011 | 0.21% of 340,000 active | Toll-like receptor 9 (Homo sapiens) + Myeloid differentiation primary response protein … | inhibition, % at 4.98 µM;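 active = inhibition above the mean over all tested compounds plus 3 SD, cut at about 21% in these data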;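 note: 0% = DMSO only wells and 100% = clavulanate BLA inhibitor control wells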
Vif inh = HIV Vif self-association inhibitors, primary screen, imaging, HEK293T, single point; HEK293T cells, Vif self-association by quenched fluorescence, 24 h; inhibition, % at 7.49 µM; 0.35% of 340,000 active; in the data active = inhibition above about 50%, passing the limit was not always enough; note: some results filed as inactive read as strong as hits
Granule exo inh = LAMP-1 surface exposure blockers, TALL-104 cells – cell-based, flow cytometry, MLPCN library, primary screen. 0.66% of 360,000 active. inhibition, % at 10 µM. TALL-104 LAMP-1 surface exposure; cells stimulated with thapsigargin and PMA. AID 651702, 2012;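 active = inhibition above about 55%, limit read from the data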
N-glyco inh = increase of ERlucT glycosylation luciferase signal, primary screen, N-linked glycosylation inhibitor project, D54 ERlucT cells, luminescence, set 2; AID 588692, 2011; reporter increase, % at 12.5 µM; D54 ERlucT glycosylation luciferase reporter, 24 h; percent of 100 nM tunicamycin response; 0.23% of 360,000 active;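 active = mean luciferase reporter signal, scaled so untreated is 0 and the glycosylation-blocking control 100, at or above a set limit in every replicate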;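 note: luciferase carries N-glycosylation sites so blocking glycosylation raises the light; 0% = median of neutral control wells and 100% = median of 100 nM tunicamycin wells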
MC4R barr agon = MC4R agonists recruiting beta-arrestin, primary screen, cell-based, luminescence, agonist arm of biased-ligand search; U2OS MC4R beta-arrestin complementation; percent of melanotan II response, DMSO zero; activation, % at 8.9 µM; 0.98% of 360,000 active; AID 540308, 2011;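 active = activation above a per-plate cutoff, the mean activation of sample wells on that plate plus 3 SD, cut at about 8% in these data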
* hit, by the source's call; . = not tested or not shown.

compound	Vif inh	N-glyco inh	TLR9-MyD88 block	MC4R barr agon	Granule exo inh	aDG glyco up	MC4R antag cAMP	NOD2-RIPK2 inh	ABHD5-PLIN5 inh	ABCB6 inh 2
CCc1cc(-c2nnn(CCC3COCCO3)c2CC)cc(CC)c1-c1cn(Cc2ccc3ccccc3c2)nn1 (configuration not stated)	-4	0	1	-3.4	13	0.1	13	-3	-3	97
CC(C)CCNC(=O)CN(Cc1ccco1)C(=O)c1snc(C(N)=O)c1N	-13	-1	0	7.4	1	0.0	2	-21	11	107
C=CCN(Cc1cccc(OC)c1OC)S(=O)(=O)N(C)C	1	1	-4	-2.7	0	0.0	-1	4	-1	103
CCc1ccc2[nH]c(O)c(N=NC3=NC(=O)CS3)c2c1	6	0	2	2.5	-1	-0.1	-10	-4	-7	103
O=C1c2ccccc2C(Nc2ccc3nc(-c4cccnc4)[nH]c3c2)N1Cc1ccco1 (configuration not stated)	-2	5	2	-1.1	-4	-0.1	7	-12	8	94
COc1ccc(-c2nc(CN3CCC(C(=O)NC4CC4)CC3)c(C)o2)cc1OC	-4	3	2	-1.3	1	0.0	9	1	4	95
COc1ccc(F)c(CN2CCC(CO)(Cc3cccc(C(F)(F)F)c3)CC2)c1	0	-2	0	-1.1	1	-0.1	-2	-2	16	96
CS(=O)(=O)c1nc(S(=O)(=O)c2ccc(Cl)cc2)c(NCc2ccccn2)s1	-2	0	-9	-1.2	1	0.0	-4	-13	6	94
COc1ccc(N(CC(=O)N2CCCC2)S(=O)(=O)c2ccc(NC(C)=O)cc2)cc1	1	0	5	0.2	1	-0.1	-1	0	-3	93
COc1ccc(NC2=C(NC(C)=O)C(=O)c3ccccc3C2=O)cc1	-5	4	-8	-2.2	-13	0.4	-26	-4	5	95
CN(C)CCCn1c(SCC(=O)N2c3ccccc3Sc3ccccc32)nc2ccccc2c1=O	0	-13	-1	6.7	33	-0.4	17	-1	18	95
Cc1ccc(C(=O)NC(=S)Nc2ccccc2N2CCOCC2)cc1C	-9	-10	8	-2.9	-3	-0.4	-1	-1	6	98
CC(=O)c1ccc(-c2ccc(Cn3c(C)nc4cc(N)c(C)nc43)cc2)cc1	-3	0	0	-4.5	-1	-0.3	-14	-1	3	96
O=C(CNC(=O)C1COc2ccccc2O1)Nc1cc(Cl)ccc1Cl (configuration not stated)	6	1	3	-0.8	4	0.3	0	2	2	97
COCc1cc(=O)[nH]c(N2CCN(Cc3ccc4c(c3)OCO4)CC2)n1	0	0	4	-0.6	-3	0.0	-1	7	-4	96
O=[N+]([O-])c1cccc(-c2nc(-c3ccccn3)no2)c1	10	-13	5	-0.6	-7	-0.2	2	14	-3	99
Cc1cccc2nc(CNC(=O)C3CCC(=O)N(Cc4ccccc4F)C3)cn12 (configuration not stated)	2	4	-5	-3.9	0	0.1	1	-3	1	104
Cc1cccnc1NC(=O)C1CCN(S(=O)(=O)c2c(C)noc2/C=C/c2ccco2)CC1	-2	-1	-2	-1.6	0	-0.3	0	-7	6	103
COCCN(C(=S)Nc1ccc(C)cc1)C(C)c1cccnc1 (configuration not stated)	0	2	2	-1.1	-3	0.1	18	-11	2	96
COc1cc(CN2CCc3ccc(NC(=O)CCc4ccccc4OC)cc3C2)ccc1O	4	-3	-16	-4.3	14	1.4	5	-4	3	94
Cc1ccc(C)c(NC(=O)C2CC(O)CN2C(=O)Oc2ccccc2)c1 (configuration not stated)	-26	-1	4	-2.9	-6	-0.1	3	-2	-2	94
CCCCC(=O)Nc1ccc(C)c(S(=O)(=O)N2CCCCCC2)c1	-7	-1	-7	-0.1	-5	0.2	-4	-5	6	89
Cc1c(NS(=O)(=O)c2cc(Br)cc3c2N(C(=O)C2CC2)CC3)c(=O)n(-c2ccccc2)n1C	-4	-1	-5	-3.0	-3	0.3	10	-8	-1	94
CCCC(=O)Nc1sc(C)c(-c2ccc(C(C)CC)cc2)c1C#N (configuration not stated)	-12	-2	6	3.2	12	0.1	9	-7	-3	97
OC(c1cccs1)c1nccc2ccccc12 (configuration not stated)	7	-1	-13	-1.6	-1	0.2	-12	-3	-3	104

(listing goes on)
compound	Vif inh	N-glyco inh	TLR9-MyD88 block	MC4R barr agon	Granule exo inh	aDG glyco up	MC4R antag cAMP	NOD2-RIPK2 inh	ABHD5-PLIN5 inh	ABCB6 inh 2
CCOC(=O)c1sc(NC(=O)CSc2nc(-c3ccco3)cc(C(F)(F)F)n2)c(C#N)c1C	13	-1	-6	1.5	1	0.0	7	3	-4	100
O=C(CCN1C(=O)c2ccncc2C1=O)Nc1ccc(F)cc1	-10	1	-7	2.4	-2	0.4	8	-1	0	104
CC(C)C[C@@]12C(=O)N(c3cccc(Br)c3)C(=O)N1[C@H](c1ccc(Cl)cc1)[C@@H]1C(=O)N(C3CCCCC3)C(=O)[C@@H]12	.	-3	-7	1.7	5	0.0	7	-19	-16	97
O=C(Nc1nccs1)C1CC(=O)N(CCc2ccc(F)cc2)C1 (configuration not stated)	-4	0	9	-0.6	-7	-0.2	12	-6	2	99
COc1cc2oc(=O)cc(CN(Cc3ccccc3)Cc3ccccc3)c2cc1Cl	4	-4	.	.	-4	-0.1	.	-12	-2	97
CCCCn1nc(C(=O)N(CC(C)C)c2c(N)n(CCCC)c(=O)[nH]c2=O)c2ccccc2c1=O	.	3	-7	-1.9	0	-0.3	15	13	-3	97
NNC(=O)c1nc[nH]c1C(=O)Nc1ccccc1[N+](=O)[O-]	1	-1	6	-0.6	1	-0.5	1	-8	-3	96
CCC(C)NS(=O)(=O)c1ccc(OC)c(Cl)c1Cl (configuration not stated)	2	-1	-10	-2.5	-2	-0.1	-3	-4	-2	149
Cc1ccccc1C1C(C#N)=C(N)N(N(C)C)C2=C1C(=O)CC(C)(C)C2 (configuration not stated)	-1	0	-3	-0.6	-6	0.1	2	-2	-1	102
Cc1cc([N+](=O)[O-])ccc1N	2	2	-6	1.7	1	-0.2	-4	-11	-14	97
COC(=O)C(C)N1C(=O)S/C(=C\c2cc(C)n(-c3ccccn3)c2C)C1=O (configuration not stated)	1	-13	-1	-2.5	2	-0.1	-4	-4	-4	102
COc1cccc(C2=CC(c3ccc(N(C)C)cc3)n3nnnc3N2)c1 (configuration not stated)	10	1	8	0.9	2	0.9	-4	12	2	107
COC(=O)C1=C(NC(=O)c2ccc(Br)cc2)CCS1	-6	1	-5	-1.6	1	-0.1	11	4	4	94
COC(=O)CNC(=O)CCCCC(=O)NCC(=O)OC	11	1	4	-1.2	-2	-0.2	2	-13	-3	99
COC(=O)c1sc(-c2ccccc2)cc1NC(=O)c1cc(OC)cc(OC)c1	8	1	-12	-0.4	0	0.2	7	-8	-1	96
Cc1ccc(C2=NOC(C)(c3nnc(-c4ccc(Cl)cc4)o3)C2)cc1 (configuration not stated)	15	-1	-7	0.4	1	-0.1	1	4	-7	107
COc1ccc(-n2cnc(=S)[nH]c2=S)cc1	-1	-2	3	-2.6	0	0.3	-7	-5	10	93
Cc1ccc(S(=O)(=O)NCC(=O)N(CC(=O)NCC2CCCO2)Cc2ccc(Cl)cc2)cc1 (configuration not stated)	-14	1	-2	-1.0	7	-0.2	0	-7	3	97
COC(=O)CSc1nc(C)cc(C)n1	4	2	5	-0.4	-1	0.1	3	1	-6	95
O=C(NC(=O)c1c(Cl)cccc1Cl)Nc1ccc(Oc2cccnc2)nc1	-1	-1	.	2.9	-3	0.0	-1	-8	5	101
COc1ccc(C(=O)Nc2ccc(NC(=O)c3cccs3)cc2)cc1Cl	-3	2	1	0.1	-1	0.4	1	-11	-2	97
O=C(NC(=S)N1CCN(c2ccc(Cl)cc2[N+](=O)[O-])CC1)c1ccco1	-4	0	1	-1.8	-1	0.3	6	13	-4	99
CN(C)CCCNC(=O)c1ccc(=O)[nH]n1	-6	2	-19	-0.8	-1	0.0	12	4	0	96
CCn1cc(C(=O)NCC2CCCO2)c(=O)c2cc(S(=O)(=O)N(C)C)ccc21 (configuration not stated)	-3	-6	-1	0.1	0	0.0	3	-14	-2	105

Molecules shown so far containing an NH in an aromatic ring, in the order listed:
compound	Vif inh	N-glyco inh	TLR9-MyD88 block	MC4R barr agon	Granule exo inh	aDG glyco up	MC4R antag cAMP	NOD2-RIPK2 inh	ABHD5-PLIN5 inh	ABCB6 inh 2
CCc1ccc2[nH]c(O)c(N=NC3=NC(=O)CS3)c2c1	6	0	2	2.5	-1	-0.1	-10	-4	-7	103
O=C1c2ccccc2C(Nc2ccc3nc(-c4cccnc4)[nH]c3c2)N1Cc1ccco1 (configuration not stated)	-2	5	2	-1.1	-4	-0.1	7	-12	8	94
COCc1cc(=O)[nH]c(N2CCN(Cc3ccc4c(c3)OCO4)CC2)n1	0	0	4	-0.6	-3	0.0	-1	7	-4	96
CCCCn1nc(C(=O)N(CC(C)C)c2c(N)n(CCCC)c(=O)[nH]c2=O)c2ccccc2c1=O	.	3	-7	-1.9	0	-0.3	15	13	-3	97
NNC(=O)c1nc[nH]c1C(=O)Nc1ccccc1[N+](=O)[O-]	1	-1	6	-0.6	1	-0.5	1	-8	-3	96
COc1ccc(-n2cnc(=S)[nH]c2=S)cc1	-1	-2	3	-2.6	0	0.3	-7	-5	10	93
CN(C)CCCNC(=O)c1ccc(=O)[nH]n1	-6	2	-19	-0.8	-1	0.0	12	4	0	96

Filtered by structure: the compounds so far containing a CF3 group
compound	Vif inh	N-glyco inh	TLR9-MyD88 block	MC4R barr agon	Granule exo inh	aDG glyco up	MC4R antag cAMP	NOD2-RIPK2 inh	ABHD5-PLIN5 inh	ABCB6 inh 2
COc1ccc(F)c(CN2CCC(CO)(Cc3cccc(C(F)(F)F)c3)CC2)c1	0	-2	0	-1.1	1	-0.1	-2	-2	16	96
CCOC(=O)c1sc(NC(=O)CSc2nc(-c3ccco3)cc(C(F)(F)F)n2)c(C#N)c1C	13	-1	-6	1.5	1	0.0	7	3	-4	100

These rows are one share of the data, so the mix of outcomes need not match the whole.
